EBI2 antag = EBI2 receptor antagonists, beta-arrestin recruitment, primary screen, cell-based, luminescence, 7a,25-OHC stimulation, uHTS. inhibition, % at 5 µM. AID 651636, 2012. 360,000 tested, 0.81% active. 7a,25-OHC stimulated; in the data active means inhibition above about 38%;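 further: enzyme fragment complementation signal reports receptor beta-arrestin coupling in cells; 0% = agonist plus DMSO wells and 100% = wells without agonist; some results beyond the cut were filed as inactive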
Target sequence (P32249 whole entry, looked up, the tested form may be a part): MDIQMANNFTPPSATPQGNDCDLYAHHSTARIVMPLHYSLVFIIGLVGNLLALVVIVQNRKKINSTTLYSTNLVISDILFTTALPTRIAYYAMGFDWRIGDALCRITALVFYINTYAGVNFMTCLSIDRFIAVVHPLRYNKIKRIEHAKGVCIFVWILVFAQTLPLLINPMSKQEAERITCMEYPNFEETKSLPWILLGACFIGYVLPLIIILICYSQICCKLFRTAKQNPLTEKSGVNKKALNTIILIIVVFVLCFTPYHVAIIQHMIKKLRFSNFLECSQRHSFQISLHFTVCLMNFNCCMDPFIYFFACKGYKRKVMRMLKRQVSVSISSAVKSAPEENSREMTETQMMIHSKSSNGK
A3G deaminase = APOBEC3G DNA deaminase inhibitors, primary screen, biochemical, fluorescence, single-stranded DNA substrate, uHTS; recombinant A3G, ssDNA deamination FAM/TAMRA fluorescence; 330,000 tested, 0.28% active; inhibition, % at 20 µM; DNA dC->dU-editing enzyme APOBEC-3G (Homo sapiens), Q9HC16;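 active means inhibition of at least 40% at 20 µM, with no more than 30% in the related APOBEC3A deaminase screen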;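 further: plate controls were DMSO wells with A3G for no effect and wells lacking A3G enzyme for full effect; some compounds called inactive have numbers as strong as hits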
Target sequence (Q9HC16 whole entry, looked up): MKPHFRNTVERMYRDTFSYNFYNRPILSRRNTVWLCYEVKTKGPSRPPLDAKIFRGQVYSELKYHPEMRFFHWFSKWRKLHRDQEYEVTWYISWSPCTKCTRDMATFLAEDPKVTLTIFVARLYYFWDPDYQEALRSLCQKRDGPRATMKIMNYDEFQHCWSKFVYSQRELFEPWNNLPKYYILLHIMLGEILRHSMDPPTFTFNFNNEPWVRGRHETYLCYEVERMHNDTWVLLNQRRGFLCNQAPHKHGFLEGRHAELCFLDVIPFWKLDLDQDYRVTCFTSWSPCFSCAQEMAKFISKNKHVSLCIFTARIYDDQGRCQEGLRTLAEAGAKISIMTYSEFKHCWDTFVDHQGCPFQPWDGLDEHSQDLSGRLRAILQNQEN
CXCR6 block = CXCR6 receptor inhibitors, primary screen, cell-based, beta-arrestin, luminescence, CHO-K1 PathHunter, 1536-well; AID 602244, 2012; inhibition, % at 20 µM; C-X-C chemokine receptor type 6 (Homo sapiens), O00574; 360,000 tested, 0.36% active; in the data active means inhibition above about 34%, passing the limit was not always enough;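 further: antagonist mode with CXCL16 agonist at 10 nM final; 0% = 10 nM CXCL16 with DMSO and 100% = unstimulated wells without agonist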
Target sequence (O00574 whole entry, looked up): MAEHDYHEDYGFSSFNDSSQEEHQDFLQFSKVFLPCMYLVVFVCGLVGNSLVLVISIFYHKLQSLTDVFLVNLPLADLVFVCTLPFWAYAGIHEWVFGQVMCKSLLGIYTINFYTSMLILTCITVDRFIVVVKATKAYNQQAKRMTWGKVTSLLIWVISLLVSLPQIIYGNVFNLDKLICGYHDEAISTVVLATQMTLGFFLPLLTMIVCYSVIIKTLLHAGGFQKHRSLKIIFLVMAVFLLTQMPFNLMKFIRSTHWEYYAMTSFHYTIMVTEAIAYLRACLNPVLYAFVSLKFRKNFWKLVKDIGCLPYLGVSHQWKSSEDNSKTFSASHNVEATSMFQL
MPTP inh = mitochondrial permeability transition pore inhibitors, primary screen, biochemical, isolated mouse mitochondria, absorbance. Ca2+ swelling absorbance, 30 min. inhibition, % at 10 µM. 360,000 tested, 1.4% active;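 active means inhibition of 50% or more, scaled per plate between neutral and stimulator controls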;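 further: 0% = DMSO wells given calcium and 100% = 1 mM EGTA wells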
GRIN3A LBD mod = binders of NR3A ligand-binding domain, primary screen, biophysical, differential scanning fluorimetry, uHTS; 340,000 tested, 2.5% active; NR3A LBD differential scanning fluorimetry, Tm shift; 0% = protein alone, 100% = glycine-bound protein; Glutamate receptor ionotropic, NMDA 3A (GRIN3A) ligand-binding domain; AID 1259313, 2017; Tm shift relative to glycine control, % at 25 µM;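 active means melting temperature shift of at least 10% of the positive control shift, at one fixed dose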
A3A deaminase = APOBEC3A ssDNA deaminase inhibitors, primary screen, selectivity assay for APOBEC3G inhibitor project, biochemical, FAM/TAMRA oligo cleavage fluorescence | DNA dC->dU-editing enzyme APOBEC-3A (Homo sapiens), P31941 | recombinant A3A, FAM/TAMRA ssDNA deamination fluorescence | inhibition, % at 20 µM | 330,000 tested, 0.41% active | AID 493011, 2011;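 active means at least 40% inhibition at 20 µM here, with at most 30% in a related deaminase screen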;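 further: plate controls were A3A with DMSO for no effect and wells lacking A3A enzyme for full effect; some results filed as inactive read as strong as hits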
CCR6 antag = CCR6 receptor antagonists, primary screen, cell-based, CHO-K1, luminescence, beta-arrestin, uHTS; C-C chemokine receptor type 6 (Homo sapiens), P51684; AID 493098, 2011; 340,000 tested, 0.49% active; CHO-K1 CCR6 PathHunter beta-arrestin, CCL20-stimulated; inhibition, % at 20 µM;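 active means compounds whose inhibition of the agonist-driven luminescence signal at 20 µM reaches about 50%, limit read from the data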;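 further: cells stimulated with CCL20 at 14 nM final; plate controls were DMSO with CCL20 for no effect and DMSO without agonist for full effect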
Gli-Sufu block = Gli-Sufu pathway antagonists, primary screen, luciferase luminescence, Sufu-KO-LIGHT cells, uHTS | Sufu-KO-LIGHT fibroblasts, Gli luciferase reporter luminescence | inhibition, % at 5 µM | 340,000 tested, 0.74% active | AID 588413, 2011;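 active means inhibition above about 55%, limit read from the data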;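 further: 0% = DMSO-treated cells and 100% = wells with medium but no cells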
* = called active by the depositor; x = not tested or not shown. Rows were taken by chance; overall some 5.8% were active at least once.

SMILES	EBI2 antag	A3G deaminase	CXCR6 block	MPTP inh	GRIN3A LBD mod	A3A deaminase	CCR6 antag	Gli-Sufu block
COc1cc2c(cc1OC)/C(=C/C(=O)c1ccc(C)cc1)NCC2	-15	-2	1	-0.2	1	-1	-3	12
CCSc1ccccc1C(=O)Nc1ccc2c(c1)OCO2	3	0	10	0.1	0	-1	12	-37
COc1ccc(CC(=O)NCc2nnc(SCc3ccc([N+](=O)[O-])cc3)n2C)cc1	-8	-6	-5	0.6	-2	-10	18	-8
Cc1ccc(C)c(-n2c(SCC(=O)Nc3nonc3C)nnc2-c2ccoc2C)c1	2	-3	6	-6.6	0	-2	0	-5
C=CCNC(=O)CSc1nnc(-c2cccs2)o1	-6	-9	1	0.2	0	-5	2	-4
Cn1c(=O)[nH]c(=O)c2cc(C(=O)c3cc(F)ccc3O)cnc21	0	-5	-3	-0.6	0	-5	4	-2
CCOC(=O)c1sc(=S)n(-c2cccc(C(F)(F)F)c2)c1SC	12	-9	3	2.6	2	-4	29	4
COc1cccc(CN2C(=O)CCC2(C)C(=O)NC2CCCCCC2)c1 (centres undefined)	-11	-13	4	2.5	-3	-2	-5	-2
COc1cccc(C(=O)Nc2ccc(C(F)(F)F)n(C)c2=O)c1	8	-2	7	0.3	-1	1	10	-64
CCOc1cc2c(cc1O)C(=NOC)CC1C2CCC2(C)C(O)CCC12 (centres undefined)	-7	x	-5	0.3	0	x	-4	23
COc1ccc2c(c1OC)C(=O)OC2Nc1nc(-c2cc3cc(Br)ccc3oc2=O)cs1 (centres undefined)	10	-2	1	8.8	0	8	15	-60
COc1ccc(/C=C/c2nc(C)c(-c3ccccc3)c(=O)[nH]2)cc1OC	1	1	-5	0.4	0	0	6	-4
O=C(OCCN1CCOCC1)c1ccccc1Cl	5	-2	0	-2.4	0	-2	-13	0
NC(=O)c1ccccc1NC(=O)/C=C/c1cccc(Cl)c1	7	-7	8	5.3	2	0	0	-66
COc1ccc(/C=C(\NC(=O)c2cccs2)C(=O)NC(C)(C)C)cc1OC	-3	-4	-8	0.3	0	-2	10	3
COc1ccc(CN2CCCCC2C(=O)Nc2ccc(OC)c(OCC(C)C)c2)cc1OC (centres undefined)	4	-9	3	1.6	-22	-5	9	63*
COc1cc(NC(=O)COC(=O)/C=C/c2ccc(O)c(OC)c2)cc(OC)c1	15	0	-4	-1.5	-6	0	6	-2
O=C(Nc1nc2c(s1)CCCC2)C1COc2ccccc2O1 (centres undefined)	1	-7	2	1.4	-2	1	7	-60
O=C(CN1C(=O)NC2(CCCCC2)C1=O)Nc1cc(C(F)(F)F)ccc1N1CCCC1	3	-9	2	-0.5	1	-1	4	9
OCCN1CCN(CC#CCn2c3ccccc3c3ccccc32)CC1	-5	-5	-1	7.3	0	-3	5	-86
CN(Cc1ccccc1)CC(O)COc1ccc(CNCc2cccnc2)cc1 (centres undefined)	-10	-1	2	1.3	-1	0	18	-7
COc1ccc(-n2ncc(S(=O)(=O)c3ccccc3)c2-c2ccc(Cl)cc2)cc1	15	-6	3	5.7	0	-5	20	13
O=C(Nc1cc(C(F)(F)F)ccc1N1CCOCC1)c1ccc[n+]([O-])c1	-9	5	-7	-2.0	0	5	-8	3
Cn1cc(CN2CCCCC2c2ccccn2)c(-c2ccc3c(c2)OCCO3)n1 (centres undefined)	-3	-7	2	1.2	-1	0	4	3
CCN(CC(=O)NCc1ccc(F)cc1)C(=O)/C=C/c1ccc(OC)c(S(=O)(=O)NC(C)C)c1	-5	-6	2	0.7	-2	-1	4	-5
O=C(Cn1ccc2ccccc2c1=O)NCC(=O)N1CCCCC1	1	-5	3	-1.6	-2	0	-1	-7
CCN(CC(=O)NCC(=O)Nc1ccc(Br)cc1C)Cc1ccccc1	9	-7	-3	-0.6	1	40*	16	1
COc1ccccc1NC(=O)C1CCN(C(=O)C2CC(=O)N(c3ccc(C)cc3)C2)CC1 (centres undefined)	-4	-9	6	2.6	1	-4	0	2
S=c1[nH]nc(-c2ccco2)n1/N=C/c1cccc(Cl)c1Cl	3	17	9	6.4	0	-3	19	0
COc1ccc2[nH]c(=O)c(CN(Cc3cccs3)S(=O)(=O)c3c(C)ccc4nsnc34)cc2c1	-21	-4	9	5.6	0	-3	4	6
COc1ccc(C(=O)Cn2c(N3CCCCC3)nc3c2c(=O)n(C)c(=O)n3C)cc1OC	-7	x	4	0.7	0	x	8	-5
CCCc1c(C)nc(N2CCN(c3ccc(F)cc3)CC2)[nH]c1=O	-12	3	-1	0.0	-2	-5	13	3
O=C(CSc1nnc(C23CC4CC(CC(C4)C2)C3)o1)Nc1ccc(N2CCOCC2)c(Cl)c1	58*	-7	2	-0.4	-1	-7	-6	-4
COc1ccc(Nc2ncc(C(=O)O)c3ccccc23)cc1	6	-2	-3	-1.8	-1	0	-35	-3
COc1ccc(C(=O)OCCN2CCOCC2)cc1OC	-18	9	5	0.1	-1	4	-7	1
Cc1cccc(NC(=O)CN2CCN(C(=O)c3oc4c(Cl)cccc4c3C)CC2)c1C	6	-7	0	-1.8	-3	-1	4	-9
COc1ccc(-c2cc(C(F)(F)F)nc(SCC(=O)N3CC(C)OC(C)C3)n2)cc1OC (centres undefined)	10	x	-8	-3.7	-1	x	4	-5
CCn1c(SCC(=O)c2ccccc2)nnc1-c1cccs1	1	-4	5	0.9	5	3	12	-30
COC(=O)c1sccc1NC(=O)c1ccc(OC)c([N+](=O)[O-])c1	10	-5	-3	-2.1	-1	-2	13	-9
O=C1/C(=C/c2cccs2)SC(=S)N1CCCC(=O)N(CCO)c1ccccc1	-6	-7	11	3.5	4	-4	17	-2
CC(C)[C@H]1COCCS(=O)(=O)N1Cc1ccccc1-c1cccc2c1oc1ccccc12	12	-3	4	-2.6	2	-1	26	93*
N#CC1(NC(=O)CN2CCc3ccccc3C2)CCCC1	8	-5	1	0.1	0	0	1	2
Cn1c(=O)[nH]c(=O)c2c1nc(N1CCCCC1)n2C/C=N/NC(=O)c1cc(Br)ccc1O	10	-6	-3	2.2	-7	-2	2	-4
O=C(O)CC(CC(=O)Nc1ccc2ccccc2n1)c1ccccc1 (centres undefined)	-16	-3	-11	1.9	0	0	8	5
COCCN1CC(C(=O)NCc2ncccc2C)CCC1=O (centres undefined)	-8	2	0	0.3	0	0	14	5
Cc1ccc2c(c1)C1(OCCO1)C(=O)N2	-6	-2	7	-0.4	4	1	11	-3
Nc1cccc2c1C(=O)N(C(=O)c1ccc(Cl)c(S(=O)(=O)N3CCCCCC3)c1)C2=O	-3	-1	-6	-1.5	-9	0	2	-2
O=C(COc1ccc2c3c(c(=O)oc2c1)CCC3)NCc1cccnc1	4	-5	-7	-2.8	0	-3	8	-7
COc1ccc(C2NC(=S)N(c3ccccc3)C(C)=C2C(=O)Nc2ccccc2)cc1 (centres undefined)	11	0	12	-1.8	-3	0	15	-8
CC(=NNC(=O)c1ccncc1)c1ccc2ccccc2c1O	18	x	-14	-0.9	-9	x	-14	35
COc1ccc(N2CCN(C(CNC(=O)c3cccs3)c3ccco3)CC2)cc1 (centres undefined)	0	-12	6	-2.1	2	-1	9	-8
Cc1ccc(-n2nc3c(=O)n(CCCC(=O)NCc4cccc(F)c4)nc(C)c3c2C)cc1	-6	-3	-8	-0.9	-2	-3	7	16
Cn1cc(Cl)c(-c2n[nH]c(=S)n2-c2ccc(F)cc2)n1	-21	33	-1	-0.5	-1	-3	-9	-2
O=C(Nc1ccc([N+](=O)[O-])cn1)C1CCCCC1	-16	0	-7	-0.2	1	2	13	1
CCN(CC)CC#Cc1ccc(C)cc1	8	-4	6	-1.4	2	0	8	5
COc1ccc(NC(=O)C2CCN(S(=O)(=O)c3cccc4nonc34)CC2)cc1	-4	-3	4	0.1	-7	0	5	31
CC1CCCC(NC(=O)COC(=O)c2cc3ccccc3oc2=O)C1C (centres undefined)	7	-2	2	-2.6	1	0	0	5
O=C(c1ccc(F)cc1)N1CCC(C(=O)N2CCN(S(=O)(=O)c3cccc(Cl)c3)CC2)CC1	25	-5	-5	-2.0	0	1	7	1
CC(=O)Nc1ccc(NC(=O)C(C)OC(=O)C2CCN(S(=O)(=O)c3ccccc3C(F)(F)F)CC2)cc1 (centres undefined)	-17	-4	-4	-0.3	-3	-1	3	0
O=C(COC(=O)c1ccccc1OCc1ccc(Cl)cc1)NCC1CCCO1 (centres undefined)	6	-7	4	-0.7	2	-1	17	11
The list continues:
SMILES	EBI2 antag	A3G deaminase	CXCR6 block	MPTP inh	GRIN3A LBD mod	A3A deaminase	CCR6 antag	Gli-Sufu block
C=CCOc1cccc(C2C(C(=O)c3ccc(C)o3)=C(O)C(=O)N2c2nccs2)c1 (centres undefined)	-7	-12	6	-6.5	1	-4	18	4
CCCCCCn1c(-c2ccco2)nc2oc3cc(OC)ccc3c(=O)c2c1=O	21	0	12	23	33*	3	4	22
O=C(NCCC1=CCCCC1)c1ccc(Br)o1	10	1	-1	-0.6	1	1	10	-41
NC(=O)CC(NC(=O)c1ccccc1)c1ccc(NCCc2ccc(Cl)cc2)c([N+](=O)[O-])c1 (centres undefined)	-2	15	18	0.5	3	1	35	-3
COc1cccc(CC(NC(C)=O)C(=O)NC2CCN(S(=O)(=O)c3cccc4ccccc34)CC2)c1 (centres undefined)	-3	-1	7	-0.3	0	2	5	5
COc1cc(NC(=O)Nc2cccc3cccnc23)cc(OC)c1OC	5	0	-2	1.8	-6	-1	-6	7
CN(C)S(=O)(=O)c1cc(NC2CC(=O)N(c3ccc(F)cc3)C2=O)ccc1Cl (centres undefined)	-3	-5	17	2.3	-14	0	12	0
CCSc1nc2c(c(=O)[nH]c(=O)n2C)n1Cc1ccc(Cl)cc1	-9	-5	9	-1.4	-6	-4	3	4
Cc1cc(OCCN2CC(C)OC(C)C2)ccc1[N+](=O)[O-] (centres undefined)	-5	-2	-3	-1.3	-2	-1	-6	2
O=C(c1ccco1)[C@@H]1[C@@H]2C(=O)N(c3ccc(F)cc3)C(=O)[C@@H]2[C@H]2C=Cc3ccccc3N21	6	x	6	-14	1	x	15	2
COc1ccc(CCn2c(=S)[nH]c3cc(C(=O)NCc4ccco4)ccc3c2=O)cc1OC	-10	-8	4	11	-8	-3	19	21
O=c1[nH]c(=O)n(Cc2ccccc2)c2nc(-c3ccc(Oc4ccc(F)cc4)c([N+](=O)[O-])c3)n(CCO)c12	22	-1	16	-1.3	0	0	2	5
COc1cc(NC(=O)c2cc3ccccc3o2)c(OC)cc1Br	13	3	-2	26	-1	7	-7	0
COc1ccc(NC(=O)CN(C)C(=O)c2ccc3c(c2)OCCO3)cc1	6	-12	-4	-0.2	0	-1	14	-6

4 of these compounds in a different format:
SMILES | EBI2 antag | A3G deaminase | CXCR6 block | MPTP inh | GRIN3A LBD mod | A3A deaminase | CCR6 antag | Gli-Sufu block
COc1ccc2[nH]c(=O)c(CN(Cc3cccs3)S(=O)(=O)c3c(C)ccc4nsnc34)cc2c1 | -21 | -4 | 9 | 5.6 | 0 | -3 | 4 | 6
CC(C)[C@H]1COCCS(=O)(=O)N1Cc1ccccc1-c1cccc2c1oc1ccccc12 | 12 | -3 | 4 | -2.6 | 2 | -1 | 26 | 93*
CCOc1cc2c(cc1O)C(=NOC)CC1C2CCC2(C)C(O)CCC12 (centres undefined) | -7 | x | -5 | 0.3 | 0 | x | -4 | 23
O=C(COc1ccc2c3c(c(=O)oc2c1)CCC3)NCc1cccnc1 | 4 | -5 | -7 | -2.8 | 0 | -3 | 8 | -7
